# Screening results (PubChem BioAssay)
# TROY signal inh: inhibitors of TROY-driven NF-kB signaling, primary screen, Q293 LMP1-TROYcd cells, NF-kB luciferase, uHTS. AID 1347056, 2019. Q293 LMP1-TROYcd NF-kB luciferase reporter, 4 h. inhibition, % at 10 µM. hit rate 0.98% among 360,000;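 active = compounds whose plate-normalised and pattern-corrected inhibition of the luciferase reporter signal at the single screening dose is 50% or more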
# C8 TRAIL sens: viability loss with TRAIL in NB7+C8 cells, primary screen, TRAIL sensitizer project, cell-based, ATPlite luminescence; hit rate 1% among 360,000; inhibition (viability loss, TRAIL sensitization), % at 10 µM; AID 624354, 2012;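 active = compounds causing at least 50% loss of cell viability in the single-dose screen, relative to plate controls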
# NR2F2 inh: NR2F2 transcriptional activity inhibitors, primary screen, cell-based, luciferase reporter, HEK293T, luminescence. HEK293T NGFI-A luciferase reporter. inhibition, % at 8.6 µM. hit rate 0.7% among 370,000;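 active = inhibition above a per-plate cutoff, mean inhibition of test wells between control levels plus 3 SD, cut at about 38% in these data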;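 also: cells cotransfected with COUP-TFII expression vector driving the NGFI-A reporter; 0% = median of COUP-TF2 test wells and 100% = reporter-only cells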
# LMP1 NFkB inh: EBV LMP1-driven NF-kappaB luciferase reporter inhibitors, primary screen, cell-based, luminescence, single point | inhibition, % at 12.5 µM | LMP1-induced NF-kappaB luciferase reporter cells | AID 504558, 2011 | hit rate 0.69% among 350,000; in the data active = inhibition above about 41%;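 also: 0% = neutral control wells and 100% = reference inhibitor control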
# NOD2-RIPK2 inh: NOD2-RIPK2 binding disruptors in cells, primary screen, fluorescence, CHO cells, BLA complementation; Receptor-interacting serine/threonine-protein kinase 2 (Homo sapiens), O43353; CCF4 ratio; inhibition, % at 4.98 µM; hit rate 0.38% among 360,000; AID 624267, 2012; in the data active = inhibition above about 21%;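 also: 0% = vehicle only and 100% = reference blocker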
# SRC1 inh: SRC1 coactivator transcriptional activity inhibitors, primary screen, cell-based, luminescence; Nuclear receptor coactivator 1 (Homo sapiens), Q15788; HEK293 GAL4-SRC1 luciferase reporter; inhibition, % at 3.6 µM; hit rate 0.12% among 360,000;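 active = inhibition above the campaign mean plus 3 SD, with each screening campaign given its own cutoff, cut at about 60% in these data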;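 also: 0% = DMSO treated cells and 100% = gossypol at 36 µM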
# NR5A2 inv ag: LRH-1 (NR5A2) inverse agonists, primary screen, cell-based, luminescence, HEK293T, StAR-luciferase reporter. LRH-1 transfected, 24 h. inhibition, % at 3.6 µM. hit rate 0.13% among 360,000. Nuclear receptor subfamily 5 group A member 2 (Homo sapiens), O00482;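 active = inhibition above the mean inhibition of all tested compounds plus 3 SD, cut at about 73% in these data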;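 also: 0% = DMSO wells and 100% = reporter-only cells lacking LRH-1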
# NCOA3 inh: SRC3 coactivator transcriptional activity inhibitors, primary screen, cell-based, luminescence. Nuclear receptor coactivator 3 (Homo sapiens), Q9Y6Q9. HEK293 GAL4-SRC3 luciferase reporter. inhibition, % at 3.6 µM. hit rate 0.17% among 360,000;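 active = inhibition above a per-campaign cutoff, the mean of all compounds plus 3 SD, cut at about 60% in these data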;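 also: 0% = DMSO-treated cells and 100% = gossypol-treated cells at 36 µM; higher means less SRC3-driven luciferase light from the GAL4 reporter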
# TWEAK-Fn14 inh: inhibitors of TWEAK-Fn14 signaling, primary screen, luciferase reporter cells, uHTS; AID 1159606, 2016; TWEAK-stimulated Fn14 reporter cells, luciferase luminescence, 8 h; inhibition, % at 10 µM; hit rate 2% among 360,000; in the data active = inhibition above about 50%
# TLR9-MyD88 block: inhibitors of TLR9-MyD88 association in cells, primary screen, cell-based, CHO, BLA complementation, fluorescence | AID 504734, 2011 | hit rate 0.21% among 340,000 | inhibition, % at 4.98 µM | CCF4 FRET ratio;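 active = inhibition above the mean over all tested compounds plus 3 SD, cut at about 21% in these data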;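 also: 0% = DMSO only wells and 100% = clavulanate BLA inhibitor control wells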
# Target sequence (Q99836 whole entry, looked up): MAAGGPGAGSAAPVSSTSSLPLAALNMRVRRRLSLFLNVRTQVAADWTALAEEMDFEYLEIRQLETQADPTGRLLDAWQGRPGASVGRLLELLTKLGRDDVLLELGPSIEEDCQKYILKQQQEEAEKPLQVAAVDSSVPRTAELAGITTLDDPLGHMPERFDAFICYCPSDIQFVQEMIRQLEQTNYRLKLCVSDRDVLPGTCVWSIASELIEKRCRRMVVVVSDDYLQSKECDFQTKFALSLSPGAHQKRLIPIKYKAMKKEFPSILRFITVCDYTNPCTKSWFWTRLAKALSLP
# Target sequence (Q9NR96 whole entry, looked up): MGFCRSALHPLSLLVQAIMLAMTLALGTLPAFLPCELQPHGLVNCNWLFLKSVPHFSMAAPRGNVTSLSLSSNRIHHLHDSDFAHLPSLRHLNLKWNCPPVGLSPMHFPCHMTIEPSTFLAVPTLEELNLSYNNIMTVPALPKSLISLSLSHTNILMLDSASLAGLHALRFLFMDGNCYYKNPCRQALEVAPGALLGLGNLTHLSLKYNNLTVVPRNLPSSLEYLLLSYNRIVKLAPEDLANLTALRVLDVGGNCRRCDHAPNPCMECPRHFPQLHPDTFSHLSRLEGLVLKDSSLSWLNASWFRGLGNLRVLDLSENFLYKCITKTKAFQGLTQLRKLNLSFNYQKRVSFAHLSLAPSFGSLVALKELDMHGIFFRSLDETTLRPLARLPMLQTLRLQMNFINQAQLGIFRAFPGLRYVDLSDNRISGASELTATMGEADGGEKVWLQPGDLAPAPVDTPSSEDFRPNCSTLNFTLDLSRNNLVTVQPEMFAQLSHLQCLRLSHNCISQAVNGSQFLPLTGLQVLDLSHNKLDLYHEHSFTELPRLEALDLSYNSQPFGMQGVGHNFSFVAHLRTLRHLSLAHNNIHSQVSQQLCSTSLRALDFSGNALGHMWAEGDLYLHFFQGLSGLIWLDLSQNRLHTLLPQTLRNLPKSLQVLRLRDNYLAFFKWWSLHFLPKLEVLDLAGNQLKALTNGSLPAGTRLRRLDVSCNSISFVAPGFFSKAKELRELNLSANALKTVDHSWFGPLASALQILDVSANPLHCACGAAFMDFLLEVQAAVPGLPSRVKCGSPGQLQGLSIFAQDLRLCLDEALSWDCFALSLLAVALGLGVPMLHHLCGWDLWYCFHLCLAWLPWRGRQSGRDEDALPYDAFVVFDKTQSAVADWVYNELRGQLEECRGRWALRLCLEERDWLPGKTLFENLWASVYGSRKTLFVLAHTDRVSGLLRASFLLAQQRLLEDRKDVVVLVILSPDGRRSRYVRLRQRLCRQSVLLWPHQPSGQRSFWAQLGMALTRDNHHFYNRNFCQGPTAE
# NCOA2 inhibitor: inhibition of GAL4-SRC2 driven luciferase reporter, primary screen, SRC2 inhibitor project, cell-based, luminescence | inhibition, % at 9 µM | Nuclear receptor coactivator 2 (Homo sapiens), Q15596 | AID 651957, 2012 | hit rate 0.17% among 370,000 | HEK293 GAL4-SRC2 luciferase reporter;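 active = inhibition above the mean inhibition of all tested compounds plus 3 SD, set per campaign, cut at about 52% in these data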;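 also: 0% = DMSO treated cells and 100% = cells given Gossypol at 36 µM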
# * marks the source's active call; other numbers are inactive results; · = no result given. The list is partial. The share of hits here may be higher or lower than overall.
mol	NR2F2 inh	NCOA2 inhibitor	SRC1 inh	NCOA3 inh	NR5A2 inv ag	TWEAK-Fn14 inh	NOD2-RIPK2 inh	LMP1 NFkB inh	TROY signal inh	TLR9-MyD88 block	C8 TRAIL sens
COc1cccc(C2C(C(C)=O)=C(O)C(=O)N2CCc2c[nH]c3ccccc23)c1 (stereo unspecified)	5	-9	-11	-7	8	15	-12	-4	-14	3	-6
COCCn1nnnc1C(C(C)C)N(Cc1cccnc1)Cc1cc2cc(OC)ccc2[nH]c1=O (stereo unspecified)	-3	-26	-6	7	8	-4	3	12	1	-7	0
C[C@H](CO)N1C[C@H](C)[C@@H](CN(C)C(=O)Nc2ccc3c(c2)OCO3)Oc2ccc(NC(=O)Cn3cnnn3)cc2C1=O	6	10	-3	-4	3	11	-2	-8	-24	-32	-21
O=C(COC(=O)c1ccc(F)c(S(=O)(=O)N2CCOCC2)c1)NCc1ccccc1	0	-9	0	8	16	1	1	2	10	-6	-6
Cc1cccc(OS(=O)(=O)NC(=O)OCC2CCCN3CCCCC23)c1 (stereo unspecified)	-6	-12	10	5	3	26	-12	-3	11	1	-4
COc1ccccc1N1CCN(C(=O)c2ccc(S(=O)(=O)N3CCCCC3)cc2)CC1	-4	10	-12	4	18	-5	-5	-5	12	-9	-18
CC(C)CCNC(=O)[C@@H](NC(=O)c1c(F)cccc1F)C(C)C	5	-26	2	-1	21	-4	-10	0	8	0	-9
Cn1ccnc1SCC(=O)Nc1ccc(Br)cc1C(F)(F)F	·	·	-59	-29	-30	-25	-3	-3	-31	6	-2
O=C(Cc1c(Cl)cccc1Cl)Nc1cccnc1	-6	-7	8	10	9	-1	-5	-19	3	1	-4
Cn1c(NC(=O)c2ccco2)c(-c2ccccc2Cl)c(=O)c2ccccc21	-4	-26	4	0	-8	1	-3	-5	4	-6	11
COc1cc(C(=O)NCc2ccccc2Cl)ccc1OCC(=O)N1CCOCC1	10	-18	-43	7	2	-4	-11	9	-7	6	0
COC(=O)C(C(=O)Nc1cc(C)on1)C1CCCCCC1 (stereo unspecified)	-3	14	-15	12	-4	-13	-5	0	-11	-6	10
COc1cccc(-c2nnc(SCC(=O)Nc3ccc(OC)c(OC)c3)n2N)c1	-3	-4	-5	1	19	13	-1	0	3	3	-9
CC(C)(C)c1nc(SCC(=O)N2CC(=O)Nc3ccccc32)c2ccccc2n1	-9	9	-107	3	-3	33	-4	-8	13	1	-8
CCOC(=O)C1(CCc2ccccc2)CCN(Cc2ccccn2)CC1	7	0	-91	15	17	-29	8	2	-2	-1	-1
Cc1[nH]n(-c2ccc(Cl)cc2)c(=O)c1C=Nc1ccc(S(=O)(=O)N2CCOCC2)cc1	-1	-8	-6	-16	-16	-5	-5	-5	-13	7	17
CN(C)C(=O)c1ccc(-c2n[nH]c(=O)c3ccccc23)cc1	27	19	29	17	5	3	1	0	19	1	-2
CCN(CC)S(=O)(=O)c1ccc(N2CCN(S(=O)(=O)c3ccccc3C#N)CC2)nc1	4	-4	-13	5	-22	-26	6	-7	-17	-6	5
Clc1ccc(CNc2ccc(CNc3ncn[nH]3)cc2)c(Cl)c1	13	6	-5	9	18	2	-7	10	17	11	-9
CCCCn1c(N)c(N(CCC(C)C)C(=O)c2cc(S(=O)(=O)N3CCOCC3)ccc2F)c(=O)[nH]c1=O	8	21	2	-7	7	10	-4	3	-6	0	-11
CCc1ccc(N/C(N)=N/c2nc(CSc3ccccn3)cc(=O)[nH]2)cc1	-1	27	-17	12	3	43	-2	10	21	·	19
Cc1ccc(/C=N/NC(=O)c2cc(-c3ccccc3)nc3ccccc23)o1	-15	-1	21	3	12	0	8	54*	-3	3	29
Nn1cnnc1N/N=C\c1ccc(-c2ccccc2[N+](=O)[O-])o1	5	0	-23	7	20	-27	3	5	-10	-12	8
CC(C)CC(NC(=O)CCl)c1ccccc1 (stereo unspecified)	12	-11	0	19	-1	-3	1	-5	8	-10	-6
O=C(c1ccccc1)c1cccc[n+]1[O-]	-3	8	-6	-11	2	-1	-8	-15	13	-7	1
Cn1cc(S(=O)(=O)N2CCCC2)cc1C(=O)N1CCN(c2cccc(Cl)c2)CC1	-5	-4	3	1	6	7	1	5	-7	-12	10
COc1ccc(S(=O)(=O)N2CCc3ccccc3C2)cc1	-5	-10	-3	7	4	0	5	-11	0	10	-4
Cc1sc(NC(=O)C2CC(=O)N(Cc3ccco3)C2)nc1-c1ccccc1 (stereo unspecified)	-6	3	-5	20	5	0	-15	9	12	-6	-3
COc1cc(/C=C/C(=O)NCC2CCCCC2)cc(OC)c1OC	-6	-3	-6	17	8	22	-16	6	28	-7	-16
COc1cc(OC)cc(C(=O)Nc2cc(NC(=O)c3ccco3)ccc2OC)c1	4	-5	-1	-12	3	15	-3	5	4	2	12
C#CCNC(=O)C1=C[C@H](c2cn(C(C)=O)c3ccccc23)C[C@H](OCc2ccc(CO)cc2)O1	3	-36	-12	-34	-16	10	-11	7	-3	-13	5
Cc1ccc(C(=O)Nc2ccc(N3CCN(C)CC3)cc2)cc1C	-25	-36	-45	-29	-114	75*	-7	24	57*	9	25
O=C(/C=C1\SC(=O)N(CC(=O)Nc2ccc(Cl)cc2)C1=O)Nc1ccc(F)cc1	7	-33	7	22	-14	5	-16	-4	-16	0	-2
CC1CC(C)CN(S(=O)(=O)c2ccc(NC(=O)C3CSC4(C)CCC(=O)N34)cc2)C1 (stereo unspecified)	-10	4	-7	11	-9	-2	6	4	-1	-10	-4
CS(=O)(=O)c1ccc(-c2cnc3c(NC=O)cc(-c4ccsc4)cn23)cc1	2	-13	2	-8	40	-9	-1	·	8	·	1
CCc1ccc(C(=O)NNC(=O)c2c(CC)noc2C)cc1	3	-14	-32	-1	-3	-5	7	6	-10	-3	31
Cc1ccc(S(=O)(=O)N/N=C\c2ccc3c(c2)OCO3)cc1C	-12	-7	7	16	-16	12	-5	0	-19	11	3
COc1ccc(Oc2c(Cl)cnn(-c3ccccc3)c2=O)cc1	-8	-25	0	5	-5	32	10	-7	-31	-9	90*
COc1ccc(CN2CCNC(=O)C2CC(=O)N(C)C2CCOCC2)c(F)c1 (stereo unspecified)	0	3	-1	13	15	8	-4	-2	-20	1	-4
Cn1nc(C(=O)OCC(=O)c2ccc[nH]2)c2ccccc2c1=O	-20	26	-6	-11	-3	-22	-10	-2	-7	-1	6
CC1Sc2ccc(S(=O)(=O)CCC(=O)N3CCc4ccccc43)cc2NC1=O (stereo unspecified)	-3	13	1	7	4	19	2	-13	5	-2	-12
CN(Cc1ccccc1)S(=O)(=O)c1ccc(NC(=O)C2CCCCC2C(=O)O)cc1 (stereo unspecified)	-22	22	-3	18	14	-6	-7	-2	5	3	12
COc1ccc(CC(=O)NCc2nc(-c3ccccc3)no2)cc1	-17	7	-3	5	-10	5	-7	-2	7	-3	-9
Cc1cccc(OCC(=O)Nc2cccc3nsnc23)c1	-9	-28	-19	-3	-40	-2	2	4	-64	7	-4
Cc1cc(C)n2nc(SC(C)C(=O)NC3CCCCC3C)nc2n1 (stereo unspecified)	4	-8	5	7	-4	-4	0	0	2	-5	-4
Cc1ccc(C(=O)NCC(=O)Nc2cccc(C(F)(F)F)c2)cc1	3	11	-1	15	10	-13	13	-2	-15	-1	-10
CS(=O)(=O)N1CCC(C(=O)NCc2ccc(F)cc2)CC1	13	-6	-1	-6	-20	8	14	-4	11	17	1
CCCCCC(=O)Nc1ccccc1N1CCOCC1	5	-16	3	-1	0	-17	-8	-7	-7	10	-15
Cc1cc(NC(=O)c2cc(-c3ccncc3)nc3c(C)cccc23)no1	8	-1	7	3	5	2	5	-19	-5	-6	-2
CN(C(=O)CSc1nc2ccccc2c(=O)n1-c1ccccc1Cl)C1CCS(=O)(=O)C1 (stereo unspecified)	-5	1	9	10	1	30	0	7	-4	8	-18
C#CCN(Cc1ccco1)C(=O)c1cc(COc2cccc3cccnc23)on1	-2	-9	-7	-18	-17	-5	-4	3	-7	8	-21
CC(=O)N1CCN(CCN=CC2=C(O)CC(c3ccc(Cl)cc3)CC2=O)CC1 (stereo unspecified)	5	-3	-16	0	1	-4	-8	-13	-9	-7	1
Cc1cc(C(=O)OCC(=O)NC2CC2)c2ccccc2n1	-9	-13	-6	8	9	-7	1	-1	7	-5	-4
CCOc1cc(/C=N/NC(=O)c2ccc(NC(=O)C3CC3)cc2)ccc1O	5	-14	0	-4	21	-8	3	-3	15	1	-8
CC(C)C1C(=O)N(Cc2cn(CC3CCCCC3)nn2)CCS(=O)(=O)N1Cc1ccc(-c2ccncc2)cc1 (stereo unspecified)	-7	1	-6	-9	-8	-4	-3	-11	-14	7	-9
Cc1nn(-c2ccc(N3CCOCC3)nn2)c(C)c1CCC(=O)Nc1ccc(F)cc1	0	-21	-6	-15	-22	-14	-4	2	8	5	-26
Cn1nc(-c2ccccc2)c2ncc(C(F)(F)F)cc21	·	·	-11	4	-6	4	0	-3	-10	0	6
CC1(C2CC2)NC(=O)N(CC(=O)N2CCN(c3ccccc3Cl)CC2)C1=O (stereo unspecified)	-23	14	-26	-14	-7	6	0	-6	-10	0	10
O=C(C1CCN(c2nc(-c3ccccc3)nc3c2CCC3)CC1)N1CCCC1	-8	10	12	11	32	-2	-6	8	7	-2	8
COc1ccc(NC(=S)NCc2ccccc2Cl)c(OC)c1	6	7	23	17	-1	-22	1	2	0	0	6
COC(=O)[C@H](CCSC)NC(=O)NC1CC1	4	8	-2	18	19	14	-1	10	-1	4	3
CCOc1ccc(Nc2nc(N)nc(CN3CCN(c4ccccc4F)CC3)n2)cc1	26	8	0	11	39	20	0	4	17	-5	3
CC1(C)C(=O)Nc2ccccc2N1C(=O)CSc1ncccn1	5	-23	-15	15	8	-4	-8	-3	15	0	-2
